EPAC2 antag: EPAC2 (human) antagonism | EPAC2 GEF exchange of Rap1B-BODIPY-GDP, fluorescence | actives 0.18% (n = 360,000) | Potency, µM (top dose mostly 114 µM), inactives show at the top dose activity, negative = inhibition, most hits filed as inhibitors | Q8WZA2; also: potency is read from the fitted curve at half-maximal effect; % is scaled to controls: 0 for no effect and ±100 for the full control effect; nearly all actives have a fitted effect of over 45% in size; many of its hits are not listed in these tables
Target sequence (Q8WZA2 whole entry, looked up): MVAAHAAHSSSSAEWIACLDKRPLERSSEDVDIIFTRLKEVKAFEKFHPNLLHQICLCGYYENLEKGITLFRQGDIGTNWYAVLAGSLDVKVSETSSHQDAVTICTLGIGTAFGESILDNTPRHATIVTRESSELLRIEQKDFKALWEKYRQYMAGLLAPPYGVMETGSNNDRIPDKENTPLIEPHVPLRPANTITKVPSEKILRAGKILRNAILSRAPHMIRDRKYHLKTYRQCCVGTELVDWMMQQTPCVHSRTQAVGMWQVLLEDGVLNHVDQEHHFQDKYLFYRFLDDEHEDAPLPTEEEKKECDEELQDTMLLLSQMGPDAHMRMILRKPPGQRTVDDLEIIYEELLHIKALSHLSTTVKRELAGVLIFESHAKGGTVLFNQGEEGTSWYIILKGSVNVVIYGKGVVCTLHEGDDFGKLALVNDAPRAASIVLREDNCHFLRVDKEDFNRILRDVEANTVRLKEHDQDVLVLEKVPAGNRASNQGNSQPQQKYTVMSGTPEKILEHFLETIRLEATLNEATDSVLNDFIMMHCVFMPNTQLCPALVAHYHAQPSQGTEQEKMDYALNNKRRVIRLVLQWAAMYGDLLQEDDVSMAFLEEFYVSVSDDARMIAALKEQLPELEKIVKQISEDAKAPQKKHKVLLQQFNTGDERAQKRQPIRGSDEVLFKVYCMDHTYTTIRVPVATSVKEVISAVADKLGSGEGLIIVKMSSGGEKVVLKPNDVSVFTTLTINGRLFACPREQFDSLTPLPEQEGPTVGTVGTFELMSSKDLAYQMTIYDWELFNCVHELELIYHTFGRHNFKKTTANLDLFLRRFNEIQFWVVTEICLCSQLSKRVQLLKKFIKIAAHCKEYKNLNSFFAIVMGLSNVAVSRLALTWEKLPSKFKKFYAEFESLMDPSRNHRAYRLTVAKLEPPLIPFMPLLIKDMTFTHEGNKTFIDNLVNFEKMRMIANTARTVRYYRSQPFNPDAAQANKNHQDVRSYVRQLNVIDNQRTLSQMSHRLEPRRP
Nrf2 block: inhibitors of Nrf2 signaling; actives 2.1% (n = 360,000); A549 ARE-Fluc reporter, luciferase luminescence, 18-24 h; Potency, µM (doses to about 46 µM), for the others: at the top dose activity change, negative = inhibition, actives largely listed as inhibitors; also: potency is read from the fitted curve at half-maximal effect; % is scaled to controls: 0 for no effect and ±100 for the full control effect; nearly all actives have a fitted effect of over 60% in size
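Two sequential reads on A549 ARE_Fluc cells exposed to compound for 18-24 h: a CellTiter-Fluor fluorescence read for viability, then a luciferase luminescence read for Nrf2/ARE activity.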
Mm-Cpn inhibitor: blocks the Methanococcus maripaludis chaperonin Mm-Cpn; purified Mm-Cpn ATPase, ADP Transcreener TR-FRET; Potency, µM (highest dose often 76.9 µM), without a hit: at the top dose activity, negative = inhibition, hits mostly inhibitors; actives 0.031% (n = 330,000); also: potency is read from the fitted curve at half-maximal effect; % is scaled to controls: 0 for no effect and ±100 for the full control effect; nearly all actives have a fitted effect of over 80% in size
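Quantitative HTS used 25 nM Mm-CPN and 10 uM ATP in magnesium/KCl Tris buffer, pH 7.4, with 1 mM DTT. Hydrolysis ran 30 min at 37°C; ADP was read by HTRF.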
EPAC2 ag: EPAC2 (human) agonism. Q8WZA2. EPAC2 activation, biochemical qHTS; response scale: 100% = 6.5 mM cAMP response. Potency, µM (series often up to 154 µM), for inactives: top-dose activation, hits mostly activators. actives 0.079% (n = 360,000). AID 720711; also: potency is read from the fitted curve at half-maximal effect; nearly all actives have a fitted effect of over 50% in size
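Setup: EPAC2 100 nM, labeled Rap1B complex 250 nM, free GDP 50 uM. Compound titrations pinned in, brief spin, 5 min room temperature incubation. Kinetic fluorescence read over 30 min, normalized to 6.5 mM cAMP.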
Akt phos inh: Akt phosphorylation inhibition; actives 0.32% (n = 360,000); activity change, % for hits at 50 µM; Neuro2A IGF-stimulated pAkt S473 HTRF, 20 min; active compounds read low; AID 651550; in the data active = activity change below about -80%; inconclusive = mostly about -51% to -80%; also: % is scaled to controls: 0 for no effect and ±100 for the full control effect
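Neuro2A cells in DMEM with 0.5% FBS, overnight at 37 deg C, given compound at single 50 µM final, then IGF (6 nM final) for 20 min at 37 deg C. Lysed; phospho-Akt Ser473 by HTRF after 24 h, 665/615 ratio.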
Nrf2 activator: activators of Nrf2 (ARE) signaling. actives 0.31% (n = 410,000). Potency, µM (titrated, usually from 46.1 µM), inactives show top-dose activation, hits mostly activators. AREc32 ARE-luciferase reporter (MCF7-derived line), luminescence, 24 h; also: potency is read from the fitted curve at half-maximal effect; % of control where 0% means no effect; nearly all actives have a fitted effect of over 65% in size
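Each well held 1000 AREc32 cells, which were incubated with compound for 24 hr at 37 deg C after overnight attachment, and ARE reporter activity was quantified by firefly luciferase luminescence.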
TGFb SMAD3 inh: inhibitors of TGF-b signaling; Potency, µM (titrated, usually from 46.1 µM), inactives show at the highest dose activity, negative = inhibition, usual class: inhibitors; AID 588855; HepG2 CAGA-GFP TGF-b/SMAD3 reporter, GFP fluorescence, 18 h; TGF-beta stimulated, 500 pg/mL final; actives 1.2% (n = 410,000); also: potency is read from the fitted curve at half-maximal effect; % is scaled to controls: 0 for no effect and ±100 for the full control effect; nearly all actives have a fitted effect of over 65% in size
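First, reporter cells (HEPG2 CAGA-GFP) rested 2 h at 37 degrees C. Next, compounds were pinned in and TGF-beta added to 500 pg/mL final. After 18 h, GFP was imaged per cell and summed per well.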
CCT chaperon mod: modulators of cytosolic chaperonin (CCT/TRiC) activity | purified chaperonin ATPase assay, HTRF ADP detection, 30 min | activity change, % (test concentration not listed), hits read low | actives 0.3% (n = 360,000) | AID 651819; in the data active = activity change below about -30%; also: % is scaled to controls: 0 for no effect and ±100 for the full control effect
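We incubate TRiC, 40 or 20 nM final, with library compounds at 76 uM and 10 uM ATP for 30 min at 37 °C. ADP formed is detected with Transcreener HTRF reagents after 30 min at room temperature.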
A549 tox: counter-screen for Nrf2 inhibitors: cytotoxicity in A549 cells. A549 ARE-Fluc cells, CellTiter-Fluor viability, 18-24 h. Potency, µM (top dose mostly 46 µM), for inactives: at the highest dose activity change, negative = cytotoxicity, most hits filed as inhibitors. actives 0.16% (n = 390,000); also: potency is read from the fitted curve at half-maximal effect; % is scaled to controls: 0 for no effect and ±100 for the full control effect
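Cytotoxicity counterscreen: CellTiter-Fluor fluorescence was measured in A549 ARE_Fluc cells after 18-24 h of compound exposure in a concentration series. The subsequent BugLite luminescent read reports ARE-luciferase activity.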
Active calls of the source: *; i = inactive; ? = inconclusive; . = not tested or not shown; & = joins results of further samples; [ ] = another dose, or the depositor's remark. Unless noted, calls follow the shape of the dose curve; as a rule, active = well fitted curve in the direction sought with a large enough effect; inconclusive = small, poorly fitted or top-dose-only effect, or another doubt; inactive = no such curve, though single readings can be large; an effect the other way counts as inactive or inconclusive.

1	O=C(CSC1=NCCS1)c1ccc(Cl)cc1
2	CC1CCCCc2nc3c(c(=O)n21)CCCC3 (stereo not given)
3	Cc1cccc(C)c1NC(=O)CN1N=NC2C(=O)N(c3cccc(Cl)c3)C(=O)C21 (stereo not given)
4	COc1ccc(Cn2c(O)c(C=Nc3ccc(OC)cc3)c3ccccc3c2=O)cc1
5	CSc1nnc(C2CCCN(CC(=O)Nc3ccccc3N3CCOCC3)C2)n1C(C)C (stereo not given)
6	O=C(NCCN1CCOCC1)c1ccc(S(=O)(=O)Nc2ccccc2)cc1
7	Cc1cccnc1C(NC(=O)C1CCN(Cc2ccc3ccccc3n2)CC1)c1ccc(Cl)cc1 (stereo not given)
8	CC(=O)c1ccc(NC(=O)CN2CCN(c3ncccn3)CC2)cc1

assay / entry,1,2,3,4,5,6,7,8
EPAC2 antag,-3%,4%,20%,-2%,0%,2%,-4%,8%
Nrf2 block,13µM*,.,-9%,?,10%,-11%,.,11%
Mm-Cpn inhibitor,-1%,.,2%,2%,-2%,-4%,.,0%
EPAC2 ag,-2%,-5%,2%,-8%,-10%,8%,23%,3%
Akt phos inh,i,i,i,i,i,i,i,i
Nrf2 activator,2.5%,0.0%,-0.7%,-0.1%[9.22 µM],-0.4%,-2.5%,6.5%,-0.7%
TGFb SMAD3 inh,-17%,7%,5%,2%,-21%,-8%,-19%,2%
CCT chaperon mod,0.9,-3.9,-1.1,0.7,0.8,2.2,-0.8,2.1
A549 tox,-19%,.,0%,?,2%,1%,.,0%

9	CCN1C(=O)C2C(C1=O)N1C(c3cccs3)C3C(=O)N(CC)C(=O)C3N1C2c1cccs1 (stereo not given)
10	CS(=O)(=O)N1CCc2cc(C(=O)N3CCN(c4ccc(F)cc4)CC3)ccc21
11	O=C(NC1CCCN(Cc2ccc(Cl)cc2)C1)c1c(F)ccc(F)c1F (stereo not given)
12	CN(C)CCN(C(=O)C1CCN(S(=O)(=O)c2cccs2)CC1)c1nc2ccccc2s1
13	Cn1c(N/N=C/c2cccs2)cc(=O)n(C)c1=O
14	Cc1[nH]nc2c1C(c1ccoc1)C(C#N)=C(N)O2 (stereo not given)
15	Cc1ccc(-c2nnn(CC(=O)Nc3ccccc3N3CCOCC3)n2)cc1
16	COc1cc(N=Nc2ccc3ccccc3c2)ccc1O

assay / entry,9,10,11,12,13,14,15,16
EPAC2 antag,4%,14%,23%,-19%,2%,9%,-17%,-6%
Nrf2 block,-2%,9%&9%,-17%,0%,5%,0%,?,1%
Mm-Cpn inhibitor,1%,-2%,-4%,-19%,-3%,2%,1%,3%
EPAC2 ag,10%,0%,8%,2%,-2%,-2%,-11%,21%
Akt phos inh,i,.,i,i,i,i,i,i
Nrf2 activator,-0.3%,0.2%&4.6%,0.5%[9.22 µM],-0.4%,7.9µM*,0.3%,2.8%,13%
TGFb SMAD3 inh,-23%,-20%&0%,-13%,19%,?,-12%,?,-26%
CCT chaperon mod,0.5,1.4,2.0,0.0,0.5,1.2,-0.1,1.0
A549 tox,-2%,3%&1%,9%,-2%,-8%,2%,-13%[1.84 µM],-11%

17	N#CCC1c2ccccc2CCN1C(=O)Nc1cccc(Cl)c1 (stereo not given)
18	CCOC(=O)C1=C(N)Oc2c(oc(CO)cc2=O)C1c1ccc(Cl)cc1 (stereo not given)
19	COc1ccc(/C=N/NC(=O)c2nnn(-c3nonc3N)c2-c2cccs2)cc1OC
20	COc1cccc(/C=N/n2nnc3c(cnn3-c3ccccc3)c2=O)c1
21	Nc1nonc1-n1nnc(C(=O)N/N=C/c2cc(Br)ccc2O)c1CNc1ccccc1
22	CCOC(=O)C(=O)N(C)c1c(CC)nc2c(OCc3ccc(OC)cc3)cccn12
23	CC(C)n1nccc1N(Cc1ccc(C#N)cc1)S(=O)(=O)c1ccccc1
24	O=S(=O)(c1ccc2nc(Nc3ccc(Br)cc3F)ccc2c1)N1CCCC1

assay / entry,17,18,19,20,21,22,23,24
EPAC2 antag,-2%,?,-5%,-6%,-3%,-11%,-6%,.
Nrf2 block,-5%,0%,10%,-6%,?,.,-1%,?
Mm-Cpn inhibitor,1%,1%,-5%,-2%,0%,.,2%,.
EPAC2 ag,14%,-1%,4%,7%,12%,6%,11%,.
Akt phos inh,i,i,i,i,i,i,i,.
Nrf2 activator,0.3%,3.4%,-0.8%,-0.5%,0.4%,-1.4%,-0.6%,-0.5%
TGFb SMAD3 inh,-7%,8%,3%,?,-9%,18%,7%,1%
CCT chaperon mod,0.1,1.4,0.0,-0.7,-0.3,0.7,-2.8,.
A549 tox,-15%,3%,2%,-10%,-8%,.,-8%,?

25	Cc1cccc(NC(=O)CSc2ccc3nnc(-c4cccnc4)n3n2)c1
26	Cc1cc(NC(=O)CCC(=O)N(Cc2ccco2)C(C(=O)NC2CCCC2)c2ccccc2C)no1 (stereo not given)
27	COc1cccc(/C=C/C(=O)OCC(=O)Nc2cc(S(=O)(=O)N3CCOCC3)ccc2C)c1
28	CCN1CCN(C(=O)CCc2nc3ccccc3n2-c2ccccc2)CC1
29	CC1Nc2ccccc2C(=O)N1NS(C)(=O)=O (stereo not given)
30	COc1ccc(C(=O)NC(C)c2cc(OC)c(OC)cc2Br)cc1 (stereo not given)
31	O=C(NC1CCN(Cc2ccccc2)CC1)c1ccccc1
32	CC(=O)c1ccc(NC(=O)c2cn3c4c(ccc(Cl)c4c2=O)OC(C)C3)cc1 (stereo not given)

assay / entry,25,26,27,28,29,30,31,32
EPAC2 antag,11%,8%,-6%,11%,4%,-3%,2%,.
Nrf2 block,?,-1%,-6%,1%,13%,?,-4%,29%
Mm-Cpn inhibitor,-1%,0%,-1%,-1%,-4%,0%,0%,.
EPAC2 ag,8%,-2%,-1%,7%,3%,9%,10%,.
Akt phos inh,i,i,i,i,i,i,i,.
Nrf2 activator,-0.3%,2.3%,5.4%,3.4%,0.1%,-0.5%,-0.1%,0.9%
TGFb SMAD3 inh,24%,-5%,18%,3%,?,-4%,-3%,4%
CCT chaperon mod,-0.5,2.9,0.7,-1.8,-4.9,-2.9,-0.6,.
A549 tox,-11%,-22%,-14%,-1%,3%,-16%,0%,9%

Entries of single compounds, looked up by structure:
Cc1ccc(-c2nnn(CC(=O)Nc3ccccc3N3CCOCC3)n2)cc1 reads EPAC2 antag: -17%; Nrf2 block: ?; Mm-Cpn inhibitor: 1%; EPAC2 ag: -11%; Akt phos inh: i; Nrf2 activator: 2.8%; TGFb SMAD3 inh: ?; CCT chaperon mod: -0.1; A549 tox: -13%[1.84 µM]
COc1cc(N=Nc2ccc3ccccc3c2)ccc1O reads EPAC2 antag: -6%; Nrf2 block: 1%; Mm-Cpn inhibitor: 3%; EPAC2 ag: 21%; Akt phos inh: i; Nrf2 activator: 13%; TGFb SMAD3 inh: -26%; CCT chaperon mod: 1.0; A549 tox: -11%
CC(=O)c1ccc(NC(=O)CN2CCN(c3ncccn3)CC2)cc1 reads EPAC2 antag: 8%; Nrf2 block: 11%; Mm-Cpn inhibitor: 0%; EPAC2 ag: 3%; Akt phos inh: i; Nrf2 activator: -0.7%; TGFb SMAD3 inh: 2%; CCT chaperon mod: 2.1; A549 tox: 0%

(more compounds)
33	COc1cccc(NS(=O)(=O)c2ccc3c(c2)CCCN3C(C)=O)c1
34	CN(C(=O)CSc1nc(C2CC2)nc2ccccc12)c1nc(-c2ccccc2)cs1
35	CCc1ccc(NC(=S)N2CCC(NC(=O)c3ccccc3)CC2)cc1
36	O=C(CSc1ccccc1Cl)NC1CCCc2ccccc21 (stereo not given)
37	CC(=O)N1c2c(cc(Br)cc2S(=O)(=O)Nc2ccc(OC(F)(F)F)cc2)CC1C (stereo not given)
38	COc1cccc(/C=N/NC(=O)CC(=O)NCCc2ccc(OC)c(OC)c2)c1
39	COc1ccccc1/C=C1\SC(=S)N(CCC(=O)Nc2cccc(O)c2)C1=O
40	CCCCC1=CC2=C(c3ccco3)C(=O)C(C)(OC(=O)c3ccc(OC)cc3)C(=O)C2=CN1CCCOC(C)C (stereo not given)

assay / entry,33,34,35,36,37,38,39,40
EPAC2 antag,-3%,-1%,22%,-1%,.,-1%,3%,-8%
Nrf2 block,-15%,-16%,-2%,2%,5%[9.27 µM],-27%,2%,-11%
Mm-Cpn inhibitor,-3%,-1%,-1%,-2%,.,2%,-2%,-2%
EPAC2 ag,1%,3%,1%,14%,.,13%,18%,-3%
Akt phos inh,i,i,i,i,.,i,i,i
Nrf2 activator,-0.2%,0.3%,-0.9%,-1.9%,2.4%,0.2%,11%,3.7%
TGFb SMAD3 inh,4%,19%,-15%,-18%,?,4%,?,-5%
CCT chaperon mod,-2.8,-0.8,-0.7,-2.5,.,0.0,-0.4,-0.3
A549 tox,0%,-5%,-3%,2%,0%,5%,0%,-18%

41	CCNC(=O)C1(C)CCCN1C(=O)c1ccc(C#N)cc1 (stereo not given)
42	COc1ccc(-n2nc(C(=O)NCCCN3CCOCC3)c3ccccc3c2=O)c(OC)c1
43	CC(C)(C)OC(=O)N1CCC(C(=O)Nc2ccc3c(c2)CCC3)CC1
44	CCc1nnc(NC(=O)C2CCCO2)s1 (stereo not given)

assay / entry,41,42,43,44
EPAC2 antag,5%,6%,-8%,7%
Nrf2 block,.,-4%,?,4%
Mm-Cpn inhibitor,.,-1%,0%,-1%
EPAC2 ag,10%,7%,10%,8%
Akt phos inh,i,i,i,i
Nrf2 activator,0.3%,-0.7%,-0.4%,-0.1%
TGFb SMAD3 inh,5%,7%,0%,13%
CCT chaperon mod,-1.1,-0.4,0.1,-1.6
A549 tox,.,-2%,-7%,2%

Compound activity from PubChem BioAssay.

The list is partial; the hit share may differ from the screen's.
